# Screens as filed in PubChem BioAssay.
# HepG2 tox: counter-screen for TGF-b inhibitors: cytotoxicity in HepG2 cells; HepG2 CAGA-GFP viability, ATP luminescence, 18 h; Potency, µM (doses to about 46.1 µM), without a hit: at the top dose activity change, negative = cytotoxicity, most hits filed as cytotoxic; 0.76% of 410,000 active; AID 588856; also: potency is read from the fitted curve at half-maximal effect; some results filed as inactive show a strong effect at the top dose
#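 HepG2 CAGA-GFP cells (1000/well, DMEM with 1% FBS) received compound, then TGF-beta at 500 pg/mL final, and were incubated 18 hours at 37 degrees C. Viability was read by CellTiter-Glo luminescence. Media-only wells were set as complete cell-killing and DMSO as no toxicity.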
# A549 viability: counter-screen for Nrf2 inhibitors: cytotoxicity in A549 cells; A549 ARE-Fluc cells, CellTiter-Fluor viability, 18-24 h; Potency, µM (top dose mostly 46 µM), without a hit: at the top dose activity change, negative = cytotoxicity, actives largely listed as inhibitors; 0.16% of 390,000 active; also: potency is read from the fitted curve at half-maximal effect; % is scaled to controls: 0 for no effect and ±100 for the full control effect
#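 A549 ARE-Fluc cells in 5% FBS OPTI-MEM, 5000 cells/well, rested 2 h then exposed to compounds in concentration-response for 18-24 h at 37 °C. Viability by CellTiter-Fluor fluorescence (Ex 405/Em 525) after 30 min; luciferase luminescence (BugLite, 15 min, RT) read afterwards.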
# Nrf2 activator: Nrf2 pathway activation; AREc32 ARE-luciferase reporter (MCF7-derived line), luminescence, 24 h; Potency, µM (doses to about 46.1 µM), for inactives: at the highest dose activation, hits mostly activators; 0.31% of 410,000 active; also: potency is read from the fitted curve at half-maximal effect; % of control where 0% means no effect; nearly all actives have a fitted effect of over 65% in size
#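 ARE activation measured as luciferase luminescence (Steady-Glo, 30 min RT) in AREc32_Fluc cells after 24 hr compound exposure at 37 deg C, 5% CO2; cells seeded overnight at 1000/well in OPTI-MEM, 5% FBS.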
# CCT modulator: cytosolic chaperonin activity modulation | purified chaperonin ATPase assay, HTRF ADP detection, 30 min | activity change, % (concentration not given with the values), hits read low | 0.3% of 360,000 active | AID 651819; in the data active = activity change below about -30%; also: % is scaled to controls: 0 for no effect and ±100 for the full control effect
#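 TRiC at 40 or 20 nM final (batch-dependent) in 30 mM Tris pH 7.4, 100 mM KCl, 5 mM MgCl2, 1 mM DTT, with compound at single 76 uM and 10 uM ATP, 30 min at 37 deg C. ADP detected by HTRF Transcreener, 665/615 ratio.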
# ATXN viability: viability counter-screen for ATXN expression inhibitors; Potency, µM (top dose mostly 56.7 µM), hits mostly cytotoxic; 0.49% of 400,000 active; S2 cells (HEK-293 line with an ATXN2-luciferase reporter) viability, CellTiter-Fluor protease fluorescence, 24 h; also: potency is read from the fitted curve at half-maximal effect; nearly all actives have a fitted effect of over 40% in size
# Nrf2 inh: Nrf2 pathway inhibition; 2.1% of 360,000 active; A549 ARE-Fluc reporter, luciferase luminescence, 18-24 h; AID 504444; Potency, µM (titrated, usually from 46 µM), for inactives: top-dose activity change, negative = inhibition, most hits filed as inhibitors; also: potency is read from the fitted curve at half-maximal effect; % is scaled to controls: 0 for no effect and ±100 for the full control effect; nearly all actives have a fitted effect of over 60% in size
#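 A549 ARE_Fluc cells (5000/well, 5% FBS OPTI-MEM) pre-incubated 2 h, then treated with compounds 18-24 h at 37C/5% CO2 in concentration-response. CellTiter-Fluor viability read first; BugLite luciferase luminescence after 15 min at room temperature gives Nrf2 activity.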
# Akt phos inh: inhibitors of Akt phosphorylation; activity change, % for hits at 50 µM; 0.32% of 360,000 active; Neuro2A IGF-stimulated pAkt S473 HTRF, 20 min; hits give low values; in the data active = activity change below about -80%; inconclusive = mostly about -51% to -80%; also: % is scaled to controls: 0 for no effect and ±100 for the full control effect
#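 Neuro2A cells (4,500/well, DMEM with 0.5% FBS) were treated with compound at a single 50 µM final concentration, stimulated with 6 nM IGF for 20 min at 37 °C, and lysed. Phospho-Akt Ser473 was read by HTRF as 665/615 ratio ×10^4.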
# TGFb SMAD3 inh: blocks TGF-b signaling; HepG2 CAGA-GFP TGF-b/SMAD3 reporter, GFP fluorescence, 18 h; TGF-beta stimulated, 500 pg/mL final; Potency, µM (titrated, usually from 46.1 µM), without a hit: at the highest dose activity, negative = inhibition, actives largely listed as inhibitors; 1.2% of 410,000 active; also: potency is read from the fitted curve at half-maximal effect; % is scaled to controls: 0 for no effect and ±100 for the full control effect; nearly all actives have a fitted effect of over 65% in size
#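 HEPG2 CAGA-GFP, 1000 cells/well; 2 h settle, 37 C; cpd via pin tool; TGF-b 500 pg/mL final; 18 h, 37 C; GFP imaging ex488/em500-530; %Activity normalised to -TGF-b and +DMSO controls; CRC fit, curve class.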
# MmCpn inh: M. maripaludis TRiC chaperonin inhibition; purified Mm-Cpn ATPase, ADP Transcreener TR-FRET; Potency, µM (doses to about 76.9 µM), for the others: top-dose activity, negative = inhibition, usual class: inhibitors; 0.031% of 330,000 active; AID 504842; also: potency is read from the fitted curve at half-maximal effect; % is scaled to controls: 0 for no effect and ±100 for the full control effect; nearly all actives have a fitted effect of over 80% in size
#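 Eu-cryptate anti-ADP/ADP-d2 competition gives a ratio inversely related to ADP. Enzyme at 25 nM was pre-exposed to compound for 10 min, then given 10 uM ATP for 30 min, 37°C throughout.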
# An asterisk follows results filed as active; i = inactive; ? = inconclusive; · = not tested or not shown; & = joins results of further samples; [ ] = remark or other dose. Unless noted, calls follow the shape of the dose curve; as a rule, active = well fitted curve in the direction sought with a large enough effect; inconclusive = small, poorly fitted or top-dose-only effect, or another doubt; inactive = no such curve, though single readings can be large; an effect the other way counts as inactive or inconclusive.
# The first four records as a preview:
SMILES,HepG2 tox,A549 viability,Nrf2 activator,CCT modulator,ATXN viability,Nrf2 inh,Akt phos inh,TGFb SMAD3 inh,MmCpn inh
Cc1nn(C)c(C(=O)Nc2ccn(Cc3ccccc3F)n2)c1[N+](=O)[O-],-18%,-3%,-0.5%,-1.8,i,-2%,i,-22%,0%
CCN1C(=O)/C(=C2\C=Cc3ccccc3N2CC)SC1=S,1%,?,?,-1.1,?,-4%,·,-14%,2%
Cc1cc(C)nc(NC(=O)/C=C/c2ccc(Cl)cc2Cl)c1,0%,-2%,2.6%,-1.6,i,5%,i,3%,1%
O=S(=O)(NCC(c1ccco1)N1CCOCC1)c1ccc(Cl)cc1 (configuration not stated),0%&-31%,9%&-1%,-0.6%&-0.5%,-6.0,i,2%,i,0%&0%,-1%

# The whole of this part, from the start:
SMILES,HepG2 tox,A549 viability,Nrf2 activator,CCT modulator,ATXN viability,Nrf2 inh,Akt phos inh,TGFb SMAD3 inh,MmCpn inh
Cc1nn(C)c(C(=O)Nc2ccn(Cc3ccccc3F)n2)c1[N+](=O)[O-],-18%,-3%,-0.5%,-1.8,i,-2%,i,-22%,0%
CCN1C(=O)/C(=C2\C=Cc3ccccc3N2CC)SC1=S,1%,?,?,-1.1,?,-4%,·,-14%,2%
Cc1cc(C)nc(NC(=O)/C=C/c2ccc(Cl)cc2Cl)c1,0%,-2%,2.6%,-1.6,i,5%,i,3%,1%
O=S(=O)(NCC(c1ccco1)N1CCOCC1)c1ccc(Cl)cc1 (configuration not stated),0%&-31%,9%&-1%,-0.6%&-0.5%,-6.0,i,2%,i,0%&0%,-1%
CCCCNc1nc(Nc2ccc(C)c(Cl)c2)c2cnn(C)c2n1,-79%,-2%,0.5%,-1.3,i,4%,i,?,0%
COc1cccc(CN2CC(C(=O)N(C)CCCC3CCCC3)CCC2=O)c1 (configuration not stated),-1%,-6%,-0.2%,-4.2,i,12%,i,-13%,0%
Cc1cc(C)cc(OC(C)c2ccnc3nc(/N=C/N(C)C)nn23)c1 (configuration not stated),8%,-2%,-0.6%,-1.0,i,·,i,?,1%
Cc1ccccc1NC(=O)Nc1nc(C(N)C2CCCCC2)cs1 (configuration not stated),-53%,·,3.7%,0.2,i,·,i,?,·
CCOc1ccc(CCN2C(=S)N([C@@H](CC(C)C)CN3CCCC3CN3C(=S)NC[C@@H]3CC(C)C)C[C@@H]2CC(C)C)cc1 (some centres not stated),-40%,-13%,0.4%,-0.7,?,-14%,i,-26%,·
CC(=O)Nc1cc([N+](=O)[O-])ccc1OCc1ccccc1,2%,-3%,2.8%,-1.7,?,-2%,i,-9%,·
Cc1ccc(NC(=O)CS(=O)CC(=O)N(c2ccccc2F)C(C)C(=O)NC2CCCC2)cc1 (configuration not stated),22%,-1%,2.5%,2.3,i,6%,i,11%,-1%
O=C(O)c1ccc(N2CCc3ccccc32)c([N+](=O)[O-])c1,-5%,?,2.3%,-0.2,i,-22%,i,-1%,-2%
Cc1ccc(NC(=O)C2(C)CCN2C(=O)CC(c2ccccc2)c2ccccc2)cc1 (configuration not stated),-6%,·,3.9%,-0.5,i,·,i,?,·
CCOc1cc(N2CCOCC2)c(OCC)cc1NC(=O)COC(=O)[C@@H]1CCCN1S(=O)(=O)c1ccccc1F,-18%,2%,?,-7.4,i,5%,i,-16%,0%
COc1ccc([C@H]2/C=C\CN(Cc3ccc(N(C)C)cc3)[C@@H](C)C(=O)N2Cc2ccc(F)cc2)cc1,-28%,3%,2.5%,-2.1,i,8%,i,7%,·
C#CC(C)(CC)NC(=O)Cn1nnc(-c2ccc(S(C)(=O)=O)cc2)n1 (configuration not stated),17%,-4%,-0.4%,-0.8,i,10%,i,20%,0%
COc1cccc(CNC(=O)CCc2ccc(OC)c(OC)c2)c1,-1%,5%,-0.2%,-3.1,i,2%,i,-2%,1%
CC[C@]12c3[nH]c4ccc(Cl)cc4c3CCN1C(=O)[C@@H](CC(=O)NCc1ccc(OC)c(OC)c1)C[C@@H]2C(=O)N1CCN(C(=O)c2ccco2)CC1,-5%,-2%,4.6%,0.4,i,-4%,i,-20%,0%
C/C(=N\NC(=S)NCCc1ccccc1)c1ccc(Cl)cc1,-31%,?,0.1%[9.22 µM],-2.4,i,13%,i,?,2%
COc1cccc(NC(=O)Cn2c(=O)n(-c3ccc(CC(=O)NCC4CCCO4)cc3)c(=O)c3ccccc32)c1 (configuration not stated),2%,4%,-0.5%,·,i,9%,·,-20%,·
COc1c(F)c(F)c(C(=O)Nc2ccc(N3CCN(Cc4ccccc4)CC3)cc2)c(F)c1F,-32%,-6%,-0.6%,1.5,i,·,i,0%,0%
Cc1noc(C)c1C(=O)N(CC(=O)NC1CCCC1)Cc1ccccc1F,3%,?,0.1%,-0.4,i,-6%,i,-4%,-1%
N#Cc1ccsc1NC(=O)CSc1ncn[nH]1,-4%,-15%[1.84 µM],0.9%,0.5,i,1%,i,-25%,0%
CCOc1ccc(NC2OCC(O)C(O)C2O)c([N+](=O)[O-])c1 (configuration not stated),-15%,-8%,-0.9%,-2.6,i,10%,i,5%,1%
COc1ccc(NC(=O)CCNS(=O)(=O)c2cccc3nsnc23)cc1OC,-15%&1%,?,0.3%&0.0%,-2.1,i,6%,i,0%&0%,1%
# (continued)
SMILES,HepG2 tox,A549 viability,Nrf2 activator,CCT modulator,ATXN viability,Nrf2 inh,Akt phos inh,TGFb SMAD3 inh,MmCpn inh
CC(=O)C(C)Oc1cc(C)cc2oc(=O)c(C)c(C)c12 (configuration not stated),-2%,0%,-0.7%,1.2,i,-3%,i,11%,0%
O=C(Nc1cccc(S(=O)(=O)N2CCCCC2)c1)c1ccccc1NS(=O)(=O)c1ccc(F)cc1,-10%,-11%,0.0%,-0.3,i,?,i,?,-7%
O=C(NCc1cccs1)C1CCN(S(=O)(=O)c2cccs2)CC1,15%,8%,0.4%,1.2,i,14%,i,0%,0%
COc1ccccc1CCNC(=O)Cc1cccs1,3%,5%,2.7%,0.3,i,2%,i,10%,2%
O=C(Nc1ccc(OCc2ccccc2)cc1)Nc1nnc([C@@H]2C[C@H](O)[C@@H](CO)O2)s1,8%,·,0.1%,-0.4,i,·,·,10%,·
COCCNC(=S)N1CCN(c2cccc(C(F)(F)F)c2)CC1,-22%,-4%,0.2%,-0.8,·,?,i,0%,2%
CCn1cc(CN2CCCC(CNC(=O)COc3ccccc3OC)C2)c(C)n1 (configuration not stated),-1%,17%,-0.5%,-4.7,i,13%,i,1%,-2%
CCCC(=O)NC(=S)Nc1ccc(S(=O)(=O)Nc2ccc(OCC)cc2)cc1,-36%,18µM*,2.9%,-6.5,i,7.3µM*,i,0%,2%
COc1ccc(C)cc1NC(=O)C1CCCN(S(=O)(=O)c2cccc3cccnc23)C1 (configuration not stated),-7%,3%,0.4%,-0.2,?,-8%,i,?,1%
COCCNC(=O)C1CCN(c2nc3ccccc3nc2C(F)(F)F)CC1,-9%,-1%,-0.9%,·,i,8%,·,?,·
CC1CCN(C(=O)c2cc(-c3ccc(Cl)cc3)on2)CC1,-28%,1%,4.8%,·,i,?,·,?,·
O=c1cc(O)c2sc(Nc3ccc(Cl)c(F)c3)nc2[nH]1,32%,-3%,2.7%,-7.5,i,8%,i,-30%,-1%
Cc1cc(OCc2cc(C(=O)N(C)Cc3nonc3C)no2)cc(C)c1Cl,-13%,-14%,0.3%,-0.4,i,?,i,-5%,3%
CC(NC(=O)c1ccccc1)C(=O)N/N=C/c1ccccc1 (configuration not stated),3%,-2%,0.4%,-4.4,i,8%,i,4%,-10%
Clc1cccc(-c2ccc3ncnc(NCc4cccs4)c3c2)c1,-37%,-2%,4.1%,·,?,?,·,?,0%&-3%
Cc1cc2nc(-c3cccc(Br)c3)c(Cc3ccsc3)n2c(C)c1Br,·,·,28%,-1.8,i,·,i,·,·
COc1ccccc1N1CCN(C(=O)C(F)F)CC1,7%,3%,-1.0%,-0.8,i,-4%,·,7%,0%
O=S1(=O)CC(N2CCN(CCO)CC2)CN1Cc1cn(Cc2cccc(Cl)c2)nn1 (configuration not stated),·,·,-0.6%,-1.3,i,·,i,·,·
CCOCCCNC(=O)C(c1ccccc1)N(Cc1cccs1)C(=O)CNC(C)=O (configuration not stated),-6%,-2%,-0.6%,-3.2,?,6%,i,-21%,1%
COc1ccc(S(=O)(=O)N2CCCOC2CNC(=O)C(=O)NCCCn2ccnc2)cc1OC (configuration not stated),4%,8%,-0.5%,-2.4,i,9%,i,-23%,-2%
CN1c2ccsc2/C(=N/Nc2ccccc2)CS1(=O)=O,-11%,-5%,7.1µM*,-2.5,i,?,i,1%,-3%
O=C(Nc1cccc(C2OCCCO2)c1)c1cccs1,-11%,1%,3.9%,-1.6,i,21%,i,-9%,0%

# One compound at a time, from the list above. Order of screens: HepG2 tox | A549 viability | Nrf2 activator | CCT modulator | ATXN viability | Nrf2 inh | Akt phos inh | TGFb SMAD3 inh | MmCpn inh
# COc1ccc(C)cc1NC(=O)C1CCCN(S(=O)(=O)c2cccc3cccnc23)C1 (configuration not stated) across the screens: -7% | 3% | 0.4% | -0.2 | ? | -8% | i | ? | 1%
# O=C(NCc1cccs1)C1CCN(S(=O)(=O)c2cccs2)CC1 across the screens: 15% | 8% | 0.4% | 1.2 | i | 14% | i | 0% | 0%
